# b-catenin transl: modulators of beta-catenin nuclear translocation; HeLa beta-catenin nuclear translocation, immunofluorescence imaging; nuclear translocation activity, % at 5 µM; 190,000 tested, 0.3% active;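 active = nuclear translocation activity above 50% at 5 µM, with a well cell count of 50 or more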;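 note: per-cell ratio of nuclear to cytoplasmic median beta-catenin stain intensity; plate controls were DMSO negative control for no effect and GSK-3 inhibitor IX positive control for full effect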
#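 System: HeLa cells, endogenous beta-catenin; compound dosing: 5 µM primary single dose, 0.1% DMSO, 0.02–20 µM confirmation series; incubation: 24 h compound exposure at 37°C, 5% CO2; signal: beta-catenin immunofluorescence imaging with DAPI; evaluation: % activation, nuclear-to-cytoplasmic median beta-catenin signal ratio per cell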
# Autophagy HCS: autophagy modulation, high-content screen; AID 463193; 190,000 tested, 0.98% active; MEF GFP-LC3 puncta imaging; test concentration mostly 10 µM; calls only at 10 µM (by protocol);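 active = percentage of spot-positive cells more than 3 SD above its plate mean, without a fluorescence outlier flag or 80% toxicity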;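 note: spot-positive cell cutoff set from DMSO-treated cells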
# Ins promoter up: MIN6 insulin promoter up-regulation | MIN6 insulin promoter-GFP reporter, high-content imaging; hits give high values | z-score at 5 µM | 190,000 tested, 0.3% active;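 active = z-score above 3 at 5 µM with at least 500 cells counted in the well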
# human PMI inhibitors: human PMI inhibitors, high substrate, primary screen, biochemical, fluorescence intensity, high mannose 6-phosphate (AID 1220); recombinant PMI enzyme, coupled fluorescence intensity; higher % means a stronger effect; inhibition, % at 20 µM; hits with a dose series show IC50 in µM; 190,000 tested, 0.66% active
# T cell modulator: T cell immune modulation candidate; 2C CD8+ T cell-vesicle binding, flow cytometry; hits give low values; calls only at 7 µM; 330,000 tested, 0.068% active; AID 2052;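 active = response, share of CD8 T cells binding vesicles, and their 90th percentile fluorescence all below set limits, cut at about 80% in these data, passing the limit was not always enough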
#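 Material: murine 2C transgenic CD8+ T lymphocytes / Also added: QL9-peptide-loaded Drosophila micro-vesicles bearing Ld, ICAM-1 and B7-1 / Schedule: binding step 1.5 h, 37 °C, antibody labelling 20 min, ice / Signal: flow cytometry, PE anti-B7-1 (FL2) versus Alexa647 anti-CD8 (FL8), PFA-fixed / Evaluation: percent CD8+ FL2 mean versus row control / Benchmarks: naked versus QL9-loaded vesicles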
# Hep lipid drop: hepatic lipid droplet formation modulation | AML12 mouse hepatocytes, oleate lipid droplets, BODIPY imaging | AID 1656 | inhibition, % at 6.5 µM | 240,000 tested, 0.4% active;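 active = lipid droplet intensity inhibited by at least 50%, with more than 500 cells counted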
#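 material = mouse AML12 hepatocyte cell line, fixed after treatment | also added = 100 µM oleic acid challenge | doses = compound at 6.5 µM only | schedule = overnight exposure | technique = Image-based BODIPY and DAPI two-channel analysis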
# PMI inhibitors: MPI enzyme activity inhibition – biochemical, fluorescence intensity, coupled assay, primary screen (AID 1209); purified PMI enzyme, coupled fluorescence intensity; higher % means a stronger effect; one-dose inhibition, % at 20 µM; IC50 in µM for titrated hits; 190,000 tested, 0.42% active;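 note: plate controls were DMSO vehicle for no effect and wells lacking substrate for full effect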
# TNAP activators: human TNAP enzyme activators, primary screen, biochemical, luminescent, no phosphate acceptor, uHTS (AID 1001); purified TNAP, luminescent activation assay, no phosphate acceptor; higher activation fold means a stronger effect; activation fold at 20 µM, or EC50 in µM where a hit was titrated; 200,000 tested, 0.03% active; in the data active = activation fold from about 3, or a potency from the dose series; inactive = the rest, 99 in 100 with activation fold below about 1.6; note: many of its hits are not listed in these tables
# MT stabilize HCS: stabilizes microtubules in HeLa cells | HeLa tubulin immunostaining HCS, 24 h; share of cells brighter than vehicle mean+2SD | % tubulin-high responders, % at 10 µM | 200,000 tested, 0.83% active | AID 2205;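 active = plate Z-score above 3 for both tubulin-high and condensed-nucleus cell shares, with cell loss under 80%, at 10 µM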;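 note: anti alpha tubulin signal scored within the nucleus-defined area of each cell; some results filed as inactive read as strong as hits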
# Ins promoter up cell count: also measured in Ins promoter up; calls as there; cell count; measured here: cytotoxicity, nuclei count;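 total cells summed across four imaged fields per well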
# Hep lipid drop cells 6.5 µM: also measured in Hep lipid drop; calls as there; cell count; measured here: cell count, cytotoxicity flag;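 cells counted across two imaged fields per well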
# b-catenin transl cell count 5 µM: recorded beside b-catenin transl, whose call it bears; cell count; measured here: cell count, cytotoxicity flag
# T cell modulator vesicle-bound %: second read-out of T cell modulator, no call of its own (marks repeat the call); double positive events, %; measured here: CD8+ vesicle-bound cell fraction;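 binding gate set so that unloaded-vesicle control wells show 10% double positive cells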
# MT stabilize HCS Hoechst-high %: recorded beside MT stabilize HCS, whose call it bears; % Hoechst-high responders; measured here: nuclear condensation Hoechst responders;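 share of cells brighter than vehicle mean plus two SD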
# MT stabilize HCS cytotoxicity %: second read-out of MT stabilize HCS, no call of its own (marks repeat the call); toxicity, %; measured here: cytotoxicity by cell density;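 0% = mean cell density of plate MIN control wells and 100% = no cells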
# Autophagy HCS cell loss 18 h: recorded beside Autophagy HCS, whose call it bears; toxicity, %; measured here: cell loss, nuclei count;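 cell loss after 18 h compound exposure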
# Starred values were filed as active, the others as inactive; i = inactive; x = not tested or not shown; + = active, no number. Cut-off read from the data, not from the text of the source, unless noted: active = inhibition above about 50%; inactive = the rest. No enrichment for hits; overall some 2.9% were active at least once.
SMILES,b-catenin transl,b-catenin transl cell count 5 µM,Autophagy HCS,Autophagy HCS cell loss 18 h,Ins promoter up,Ins promoter up cell count,human PMI inhibitors,T cell modulator,T cell modulator vesicle-bound %,Hep lipid drop,Hep lipid drop cells 6.5 µM,PMI inhibitors,TNAP activators,MT stabilize HCS,MT stabilize HCS Hoechst-high %,MT stabilize HCS cytotoxicity %
CCOc1ccc(CCNC(=O)CCc2nc3ccccc3[nH]2)cc1OCC,-1.4,1069,i,15,1.2,1315,-20%,i,36,22,793,-18%,0.9,2.2,1.6,1.9
Cc1ccc(-n2ncc3c(=O)[nH]c(SCC(=O)N4CCOCC4)nc32)cc1,-1.2,1081,i,9,-0.2,1797,11%,i,54,0,667,14%,1.1,6.4,3.6,7.0
CC(=O)c1nn(-c2ccc(Br)cc2)cc1C(=O)c1ccccc1,1.6,574,i,-8,-0.75,1178,-15%,i,50,-2,712,-9%,1.1,2.7,1.9,3.7
NC(=O)NC(=O)COC(=O)CN1C(=O)C2CCCCC2C1=O (stereo not given),-0.7,1136,i,9,-0.34,1449,6%,i,3,-11,507,7%,1.1,2.3,4.3,6.5
O=C(CCc1ccccc1)C(=O)N1CCCC(C(=O)c2cccc(Cl)c2)C1 (stereo not given),-1.3,1069,i,27,-0.02,1292,1%,i,62,-8,643,9%,1,1.8,2.0,8.1
CNC(=S)/N=C/NOCc1ccc(Cl)cc1Cl,-3.1,1107,+,-0.1*,-2.6,688,3%,i,32,x,x,0%,1.1,5.4,3.2,7.4
CN1CC(=O)Nc2ccc(F)cc2C1=O,-3.0,1220,i,-3,0.95,1167,6%,i,14,34,751,8%,1.1,3.9,1.7,3.7
CCOC(=O)Cn1c(=N)n(CCOc2ccc(F)cc2)c2ccccc21,1.0,1299,x,x,0.32,1167,x,i,16,7,703,x,x,x,x,x
CCC/C(C)=C/c1ccc(CC)cn1,-0.9,1086,x,x,-0.79,1286,x,i,22,30,736,x,x,x,x,x
Cc1ccc(OCC(=O)NN=C2c3ccccc3-c3ccccc32)cc1,-0.9,1496,i,20,-0.54,1469,-7%,i,34,x,x,-7%,1,2.3,1.6,6.8
CC(C)c1ccc(Nc2nnc(SCC(=O)c3nnc(-c4ccccc4)o3)s2)cc1,-3.3,534,i,18,0.69,1163,2%,i,33,7,632,0%,1,2.9,3.5,3.0
COc1ccc(C(C[N+](=O)[O-])C2(c3ccc(OC)c(OC)c3)C(=O)c3ccccc3C2=O)cc1 (stereo not given),0.2,944,i,-10,-0.14,1240,4%,i,16,2,642,16%,1,3.6,6.1,4.6
CCn1cc(C(=O)N2CCc3ccccc32)c(=O)c2cc(S(=O)(=O)N3CCCC3)ccc21,-4.0,619,i,2,0.06,1213,0%,i,36,x,x,-2%,1.1,2.5,1.6,2.5
COc1ccc(-c2cc(C(F)(F)F)c(C#N)c(SCC(=O)Nc3ccccc3C#N)n2)cc1,-0.7,953,+,26*,0.35,1184,-10%,i,19,x,x,-13%,1.1,6.5,3.9,8.8
O=C(c1cc(C2CC2)nc2ccc(Br)cc12)N1N=C(C(F)F)CC1(O)C(F)F (stereo not given),-1.2,1153,i,21,x,x,6%,i,53,31,662,4%,1.2,3.6,1.8,2.2
CNC(=S)/N=C/NOCc1c(Cl)cccc1Cl,2.1,1043,i,-1,-1.7,1073,4%,i,55,x,x,-7%,1.1,3.6,3.4,8.4
O=C(/C=C/c1cccc([N+](=O)[O-])c1)OC1CCCCC1=O (stereo not given),-2.4,1107,i,11,1.6,1428,-2%,i,13,0,674,-3%,1.1,3.0,1.8,0.2
COc1ccc(NC(=O)C(F)(F)F)cc1OC,-0.7,1362,i,2,-0.67,1571,4%,i,3,x,x,8%,1.1,2.5,2.0,1.2
COC(=O)c1cc(C#N)c(Oc2ccccc2OC)nc1C,3.5,979,i,-5,0.21,1908,8%,i,43,-7,685,12%,1.1,0.7,2.1,9.7
Cc1ccc(S(=O)(=O)N(CC(=O)N2CCC(C)CC2)Cc2ccccc2F)cc1,-5.7,1217,i,-1,-0.25,824,2%,i,40,-10,718,14%,1.1,2.9,1.1,7.5
O=C(Nc1cc(Sc2nc3ccccc3s2)cc([N+](=O)[O-])c1)c1ccccc1,3.5,1107,i,-9,-0.47,1391,11%,i,16,-7,571,21%,1,10,18,11
NS(=O)(=O)c1ccc(N=Nc2c[nH]c(=O)c(O)c2)cc1,-0.1,1117,x,x,0.25,1433,x,i,40,1,704,x,x,x,x,x
NC(=O)N/N=C/c1ccccc1OC(=O)c1ccccc1Br,-0.2,1509,i,5,-0.42,1436,5%,i,53,7,716,9%,1.1,3.0,1.6,5.7
Nc1ccc(N2CCCCCC2)cc1,-0.4,1026,i,20,-0.85,1092,-1%,i,47,x,x,-3%,0.9,5.0,2.2,14

# A portion of the results above, as a working copy:
SMILES,b-catenin transl,b-catenin transl cell count 5 µM,Autophagy HCS,Autophagy HCS cell loss 18 h,Ins promoter up,Ins promoter up cell count,human PMI inhibitors,T cell modulator,T cell modulator vesicle-bound %,Hep lipid drop,Hep lipid drop cells 6.5 µM,PMI inhibitors,TNAP activators,MT stabilize HCS,MT stabilize HCS Hoechst-high %,MT stabilize HCS cytotoxicity %
CNC(=S)/N=C/NOCc1ccc(Cl)cc1Cl,-3.1,1107,+,-0.1*,-2.6,688,3%,i,32,x,x,0%,1.1,5.4,3.2,7.4
CN1CC(=O)Nc2ccc(F)cc2C1=O,-3.0,1220,i,-3,0.95,1167,6%,i,14,34,751,8%,1.1,3.9,1.7,3.7
CCOC(=O)Cn1c(=N)n(CCOc2ccc(F)cc2)c2ccccc21,1.0,1299,x,x,0.32,1167,x,i,16,7,703,x,x,x,x,x

# Later entries
SMILES,b-catenin transl,b-catenin transl cell count 5 µM,Autophagy HCS,Autophagy HCS cell loss 18 h,Ins promoter up,Ins promoter up cell count,human PMI inhibitors,T cell modulator,T cell modulator vesicle-bound %,Hep lipid drop,Hep lipid drop cells 6.5 µM,PMI inhibitors,TNAP activators,MT stabilize HCS,MT stabilize HCS Hoechst-high %,MT stabilize HCS cytotoxicity %
COc1cc(C)c(NC(=O)C(=S)NCc2ccccc2)cc1C,-1.0,917,i,16,-0.34,1576,7%,i,34,-42,735,-1%,2.1,3.6,1.5,9.5
CCOC(=O)c1ccccc1NC(=O)CSc1nc2ccccc2o1,1.6,1119,i,8,0.46,1315,0%,i,10,x,x,-7%,1.1,8.8,2.7,5.4
COCCCN(C(=S)Nc1cc(C)cc(C)c1)C(C)c1ccncc1 (stereo not given),1.2,1049,i,16,-1.2,1423,-10%,i,44,-15,627,0%,1.1,2.6,2.1,9.4
CCOC(=O)c1ccccc1NC(=O)Cn1cnc2c(cnn2-c2ccc(F)cc2)c1=O,-0.5,833,i,-8,0.04,1480,0%,x,x,x,x,2%,1.1,5.6,1.8,6.4
O=C(c1ccco1)c1cn(CC(=O)N2CCCCCC2)c2ccccc12,-1.6,950,i,-4,-0.59,1801,8%,i,46,-14,653,14%,1.1,4.5,2.8,5.6
O=C(O)C1CC(O)CN1S(=O)(=O)c1cccs1 (stereo not given),-9.8,1252,i,-4,x,x,-6%,i,44,5,828,-4%,1.1,1.4,1.0,5.9
Cc1nn(CCCC(=O)Nc2c(F)cc(F)cc2Br)c(C)c1[N+](=O)[O-],-0.1,1069,i,-3,1.1,1059,13%,i,26,-15,688,14%,1.1,1.9,1.5,5.8
Cc1ccc(S(=O)(=O)NC2=NCCC2)cc1,-5.2,861,i,14,-0.26,1553,5%,i,46,x,x,-12%,1.1,2.7,2.4,9.5
CCc1c(C#N)c(SCc2c(C)noc2C)nc2c1C(=O)CC(C)(C)C2,1.6,505,i,15,-1.1,1160,8%,i,5,3,737,5%,1,3.1,4.4,8.1
CCSc1ccc(-c2ccco2)nn1,1.7,1037,i,6,-0.67,1115,-21%,i,39,4,654,-32%,1.1,1.5,1.3,0.8
O=C(COc1ccccc1[N+](=O)[O-])N/N=C/c1ccc[nH]1,-0.5,1366,x,x,0.15,1001,x,i,16,10,650,x,x,x,x,x
CC1CCCCC12NC(=O)N(CC(=O)NCc1ccc3c(c1)OCO3)C2=O (stereo not given),-0.4,1083,i,-8,-0.59,1307,-2%,i,6,7,701,-4%,1.1,2.8,1.8,2.0
CC(C)Sc1nc2c(c(=O)n(C)c(=O)n2C)n1C,-2.4,959,i,-40,x,x,7%,i,19,x,x,8%,1,1.7,2.0,14
CC(C)C(c1nnnn1Cc1ccco1)N1CCN(c2nc3ccccc3s2)CC1 (stereo not given),-1.1,1178,i,22,-0.17,1379,9%,i,59,x,x,12%,1.1,3.8,2.4,0.1
COc1cc(OC)cc(C(=O)NCC(=O)OCC(=O)Nc2ncc(Cl)cc2Cl)c1,1.0,881,i,1,0.19,1245,-5%,i,42,3,716,-19%,1,2.3,3.7,9.9
CC(C)NC(=O)NC(=O)CSc1ncccn1,-2.6,1133,i,18,-0.2,1280,11%,i,45,6,709,4%,1.2,5.1,2.2,6.3
CN1CCn2c1nc(N1CCOCC1)nc2=O,-1.5,1056,i,-2,0.23,1316,1%,i,50,0,751,4%,1,2.2,2.1,5.8
N#C/C(=C/c1ccco1)C(N)=S,-0.7,1301,x,x,0.62,1143,x,i,20,-11,682,x,x,x,x,x
COc1ccc(NC(=O)Nc2ccc(C)cc2OC(F)F)cc1OC,-1.8,1142,i,6,-0.34,1789,16%,i,23,-30,667,16%,1.1,1.7,2.3,24
CCC(C(=O)OCC(=O)Nc1ccc(SC(F)F)cc1)c1ccccc1 (stereo not given),-1.5,1085,i,-2,-0.06,1544,15%,x,x,-2,709,23%,1.1,8.5,1.4,9.3
CCOC(=O)CC1=C(C(=O)OCC)C(c2ccc(OC)c(OC)c2)C(C#N)=C(N)O1 (stereo not given),x,x,i,3,0.42,1262,15%,i,38,-4,697,21%,1.1,1.8,2.0,6.0

# Source: PubChem
